# Bioassay records as filed in PubChem BioAssay.
# miR-122 sensor = blocks miR-122 activity in Huh7 sensor cells | Huh7 miR-122 Renilla luciferase sensor, 48 h; neutral wells = 0, positive control = 100 | activation (reporter increase), % at 12.5 µM | hit rate 0.3% among 340,000 | AID 602342;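 active = mean replicate activation score at least 90 and every replicate individually at or above 90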;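 note: higher luciferase means less miR-122 activity so hits act as miR-122 inhibitors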
# Starred values were filed as active, the others as inactive. This is a subset; the hit share may differ from the screen's.
SMILES,miR-122 sensor
CN1C(=O)/C(=C2\SC(=S)N(C(CCC(=O)O)C(=O)O)C2=O)c2ccccc21 (configuration not stated),-2
CC1CN(C(=O)CN2C(=O)c3ccccc3C2=O)CC(C)O1 (configuration not stated),4
Cc1ccc2occ(/C=C/C(=O)c3ccccc3O)c(=O)c2c1,7
Cc1cc([N+](=O)[O-])nn1CC(=O)NCc1cccs1,-3
CCOc1ccc(C(=O)Nc2nnc(C(C)C)s2)cc1OCC,3
COc1ccc(-c2ncncc2-c2csc(C)n2)c(O)c1OC,-5
CCc1cc(C(=O)OC)c(NC(=O)CC2NCCNC2=O)s1 (configuration not stated),-8
O=C(NCc1ccco1)c1ccc(Oc2ccccc2)cc1,-4
CCC1(C)Cc2c(sc3nc(SC)nc(NCCN(C)C)c23)CO1 (configuration not stated),-3
Cc1nc(-c2ccccc2)sc1C(=O)CSc1ccc(Br)cc1,0
Cc1nn(C)c(C)c1CNC(=O)/C=C/c1ccccc1F,-5
CC(C)c1ccc(NC(=O)C(c2ccccc2)N2CCN(C=O)CC2)cc1 (configuration not stated),-1
CCn1c(N2CCN(C(=S)NCCc3ccccc3)CC2)nc2ccccc21,-1
COc1ccc(-c2cnnc(N/N=C/c3ccc(OC)c(OC)c3)n2)cc1,-7
Cc1cccc(NC(=O)C2CC(=O)n3cnnc3S2)c1 (configuration not stated),0
O=C(CSCc1ccc(Cl)cc1)N/N=C/c1ccc(Cl)cc1Cl,-5
CCN(CC)c1cnn(C/C(=N\OC)c2ccc(Cl)cc2)c(=O)c1Br,33
O=C(O)CONC(=O)c1cc(OCC(F)(F)F)ccc1OCC(F)(F)F,-5
O=C(COc1ccccc1)Nc1ccc2c(c1)nc1n2CCOC1,12
COCCNC(=O)c1sc2nc(-c3ccccc3)cn2c1C,-15

# Next section
SMILES,miR-122 sensor
CCOc1ccccc1C(=O)N(CN1CCCC1=O)c1cccc(Cl)c1,-17
Cc1ccc(OCC(=O)NCc2ccccn2)cc1,20
CCOC(=O)/C(=C/c1ccccc1)NC(=O)c1ccco1,-10
Cc1[nH]c2ccccc2c1C1(O)C(=O)N(C(C)C)c2ccccc21 (configuration not stated),0
CN(C)NC(=S)Nc1ccc2nc(-c3ccccn3)c(-c3ccccn3)nc2c1,1
CCc1ccc(NS(=O)(=O)c2ccc3[nH]cc(C(=O)NCC4CCCO4)c(=O)c3c2)cc1 (configuration not stated),19
O=C(CCc1ccc(S(=O)(=O)N2CCCCC2)cc1)c1nnc(-c2ccccc2)o1,2
Cc1ccc(Nc2nc(CSc3nnnn3-c3ccccc3)cc(=O)[nH]2)cc1,4
CCOC(=O)c1[nH]c(C)c(C(=O)OCc2c(C)noc2C)c1C,-6
O=C(Nc1ccccc1C(=O)NCc1ccccc1)c1ccco1,0
CCN(c1ccc(NC(=O)COC(=O)c2ccc3ccccc3n2)cc1)C(C)C,6
CC1CCCN(C(=O)Cc2ccc(F)cc2)C1 (configuration not stated),-3
CCOc1ccccc1C1C(C(N)=O)=C(C)Nc2nc(-c3cccc(C)c3)nn21 (configuration not stated),0
O=C(c1cccc2cccc(O)c12)N1CCCCC1,-2
Cc1cc2c(=O)[nH]c(Cc3ccccc3)nc2s1,-13
CC(=O)Nc1ccc(S(=O)(=O)NNC(=O)COc2cc(C)ccc2C(C)C)cc1,-1
Cn1c(=O)n(C)c2cc(S(=O)(=O)N3CCCc4ccccc43)ccc21,4
Cc1cc(C)n(-c2cc(N3CCN(C(=O)c4ccccc4C)CC3)ccc2[N+](=O)[O-])n1,-12
Cc1ccc(CN2CCNC(=O)C2CC(=O)NC2CCCCCC2)o1 (configuration not stated),-3
CNc1nnc(-c2cc3ccccc3oc2=O)s1,3

# Next part.
SMILES,miR-122 sensor
CN(C)c1ccc(CN(C(=O)C2COc3ccccc3O2)C2CCS(=O)(=O)C2)cc1 (configuration not stated),-11
CCOC(=O)COc1ccc(-c2nnc(-c3ccccc3)o2)cc1,-6
CCCn1c(=O)[nH]c(=O)c2c1nc(-c1ccc(OC(F)F)cc1)n2CCN1CCOCC1,5
N#C/C(=C1\CCCN1)c1nc2ccccc2c(=O)[nH]1,-5
CC1CCN(C(=O)c2cc3ccccc3o2)CC1,2
COc1ccc(-n2c(SCC(=O)Nc3nccs3)nnc2-c2ccoc2C)cc1,8
Cc1ccc(NC(=O)c2cccc3c2C(=O)N(C2CCCCC2)C3)c(C)c1,2
COc1ccc(C)cc1NC(=O)C(=O)NNC(=O)c1ccco1,-2
COc1cc2nc(N(C)C)nc(N)c2cc1OC,-5
CCOC(=O)c1c(-c2ccc(Cl)cc2)c(C#N)c(=O)n(N)c1N,-8
Cc1cccc(C)c1NC(=O)C1CC(=O)N(C(C)C)C1 (configuration not stated),-2
CCOC(=O)c1sc(NC(=O)C(CC)Sc2nc3ccccc3[nH]2)nc1C (configuration not stated),-3
O=C(Nc1ccc(Cl)cc1)c1ccc(-n2cncn2)c([N+](=O)[O-])c1,-7
CCOC(=O)C1(S(=O)(=O)c2ccc(Cl)cc2)CCN(Cc2ccc(C)cc2)CC1,-4
C=CCNC(=O)Nc1ccc2oc(C)nc2c1,-1
CSc1nnc(-c2ccccc2)n1C,-2
CC(C)(C)c1ccc(Cn2nnc3c(=O)[nH]c(C4CCCN(C(=O)Cc5cccs5)C4)nc32)cc1 (configuration not stated),-2
COCCn1nnnc1C(c1ccc(OC)cc1)N1CCN(c2ccccc2F)CC1 (configuration not stated),-11
CCOc1cc2[nH]c(=O)n(CCCCCC(=O)NCc3ccco3)c(=O)c2cc1OCC,7
Cc1cc(C)cc(NC(=O)CSc2nnc(-c3ccccc3C)o2)c1,-1

# The list continues:
SMILES,miR-122 sensor
COc1ccc(N2CCN(C(=O)c3cccc(Cn4cc(Cl)cn4)c3)CC2)cc1,3
O=C(c1cccc(-n2cnnn2)c1)N1CCOCC1,-1
N#Cc1c(NC(=O)CSc2nnc(-c3ccccc3O)n2-c2ccccc2)sc2c1CCCC2,0
Nn1c(SCC(=O)N2CCN(S(=O)(=O)c3ccc(Cl)cc3)CC2)nnc1-c1cccs1,-4
CCOc1ccccc1/C=C(/NC(=O)c1ccccc1)C(=O)NC(C)c1ccccc1 (configuration not stated),11
O=C(NC1CCCCC1)c1ccc(S(=O)(=O)NCc2cccnc2)cc1,-3
CCn1c(=O)c(C(=O)CN2CC(C)OC(C)C2)c(N)n(Cc2ccccc2)c1=O (configuration not stated),0
O=C(NCc1n[nH]c(=S)n1-c1ccc(F)cc1)c1ccco1,0
O=C1c2cccnc2C(O)N1Cc1ccc(F)cc1 (configuration not stated),5
Cc1ccc2c(c1)C(C)CC(C)(C)N2C(=O)NC1CCCCC1 (configuration not stated),-5
CCNc1nc(N)c(C(=O)c2ccc(Cl)s2)s1,-11
CC(C)(C)c1ccc(O)c(/C=N\O)c1,3
CC1CC(=O)C2=C(C1)Nc1ccccc1N(C(=O)COc1ccccc1)C2c1ccco1 (configuration not stated),20
COc1ccc(NC(=O)Cn2nnc(C(=O)NCc3cccc(OC)c3)c2N)cc1,-1
CCC(C)n1c(SCC(=O)Nc2ccccc2C(F)(F)F)nc2ccsc2c1=O (configuration not stated),2
CCN(CC)c1ccc(C2C3CCCCC3(O)CCN2C(=O)c2cccs2)cc1 (configuration not stated),2
Cc1cccc(CN(CC(=O)N/N=C/c2cccs2)S(=O)(=O)c2ccc(Cl)cc2)c1,5
CC(C)N(C1=N/C(=C\c2ccco2)C(=O)N1c1ccccc1)C(C)C,4
CC(C)(C)c1nc(SCC(=O)Nc2nc3c(s2)CCCC3)c2ccccc2n1,-1
O=C(O)C1C2C=CC(C2)C1C(=O)N1CCN(CCO)CC1 (configuration not stated),-3

# Next entries.
SMILES,miR-122 sensor
CCN(CC(=O)NC1CCS(=O)(=O)C1)c1nc(-c2cccnc2)nc2ccccc12 (configuration not stated),-1
CCC(C)(c1ccc(C(=O)OC)s1)c1ccc(C(=O)OC)s1,11
COC(=O)COc1ccc(=O)n(-c2ccccc2)n1,4
Cc1cc2c(c(=O)n1Cc1ccccn1)C(C(C)C)C(C#N)=C(N)O2 (configuration not stated),0
O=C(CC1C(=O)NCCN1C(=O)Nc1ccccc1)Nc1cccc(C(F)(F)F)c1 (configuration not stated),-2
CC(C)n1nc(C(=O)Oc2cc(Cl)ccc2Cl)c2ccccc2c1=O,1
O=S(=O)(NCCSCc1ccc(Cl)c(Cl)c1)c1ccc2c(c1)OCCO2,11
CCOc1cc(C(N)=O)cc(Br)c1OC,1
O=C(CSc1nnc(-c2ccco2)o1)NCC(=O)c1ccccc1,-2
CC1(C)Cc2c(C#N)c(OCC(=O)c3ccc(Cl)cc3)nc(-c3ccoc3)c2CO1,26
CN(C)CCNC=C(C(=O)Nc1ccc(Cl)cc1Cl)C(=O)Nc1ccc(Cl)cc1Cl,-4
CCOC(=O)c1ccc2[nH]c3c(c2c1)CCCC3C(=O)OCC (configuration not stated),-4
Nn1c(SCC(=O)Nc2ccccc2F)nnc1-c1cccnc1,-2
Cc1cc(C)cc(-n2ccnc2SCC(=O)Nc2ccc3c(c2)OCCO3)c1,-6
COc1ccc(Cc2nn3c(Cn4nnc5ccccc54)nnc3s2)cc1,-15
COc1ccc(N/C(C)=C2/C(=O)C(=O)N(CCO)C2c2ccc(Br)cc2)cc1 (configuration not stated),-2
O=c1c2ccccc2nc(SCc2cc(F)ccc2F)n1C1CCCC1,-1
O=C(/C=C/c1ccco1)NCCCN1CCN(CCCNC(=O)/C=C/c2ccco2)CC1,-22
N#CC1=C2Nc3ccccc3N2C(=O)NC1(c1ccccc1)C(F)(F)F (configuration not stated),23
COc1ccc(NC(=O)C2(c3ccc(NC(=O)c4ccc(OC(C)=O)cc4)cc3)CCCC2)cc1,-3

# (further entries)
SMILES,miR-122 sensor
Cc1cccc(-c2noc(CN(C(=O)c3ccc(Br)o3)C(C)C)n2)c1,2
O=C(CN(CCc1ccccc1)C(=O)CNS(=O)(=O)c1ccc(F)cc1)NCc1ccco1,-1
Cc1cc(N2CCC(C)CC2)nc2ccc(N3C(=O)CCC3=O)cc12,1
CCOC(=O)N1CCN(C(=O)c2cnn3c(C(F)F)cc(-c4ccc(C)cc4)nc23)CC1,-5
Cc1cc(C)c2c(N)c(S(=O)(=O)c3ccccc3)sc2n1,13
O=C(Nc1ccc(Cl)cn1)c1cc2ccccc2o1,1
COc1ccc(NC(=S)NCCCn2ccnc2)cc1,0
COc1cccc(/C(C#N)=C/c2c(-c3ccc(Cl)cc3)nc3c(C)cccn23)c1,4
COc1ccc(-n2c(C)nn(C)c2=O)cc1,4
Cc1ccccc1NC(=O)CCC(=O)OCCCC(F)(F)C(F)(F)F,-2
O=C(Nc1ccccc1Cl)N1CCN(c2ccc3nnc(-c4ccccc4)n3n2)CC1,5
Cc1cc(C)n(-c2nc3sc4c(c3c3nnc(SCC(N)=O)n23)CC(C)(C)OC4)n1,-2
COc1ccccc1C(=O)O/N=C(\N)c1ccc(Cl)cc1,6
COCc1cc(C)nc2sc(C(=O)NC3CCCCC3)c(N)c12,4
CCc1nc(-c2cc3ccc(C)cc3[nH]c2=O)no1,-1
O=C(/C=C/c1cccc([N+](=O)[O-])c1)NCc1ccco1,-6
CC1CC(C)CN(CCOc2ccc(Cl)cc2Cl)C1 (configuration not stated),5
O=C(CCc1ccccc1)NNC(=O)c1ccccc1Br,-5
COc1cccc(CNC(=O)c2cccc(Br)c2)c1,-2
Cc1nc(N2CCN(C(=O)c3ccco3)CC2)c2c3c(sc2n1)CCCC3,-3

# Continued:
SMILES,miR-122 sensor
CCc1cc2c(NCCC(=O)O)ncnc2s1,-8
O=c1[nH]c(=O)n(Cc2ccco2)c2c1C(C(F)(F)F)(C(F)(F)F)N=C(CCC1CCCCC1)N2,7
CCOC(=O)C1CCCN(c2ncnc3c2cnn3-c2ccc(Cl)cc2)C1 (configuration not stated),3
CN(C)S(=O)(=O)N1CCN(S(=O)(=O)c2ccc(F)cc2)CC1,16
CC(C)(C)NC(=O)COC(=O)c1cc(S(=O)(=O)N2CCCCC2)ccc1N1CCOCC1,6
CCOC(=O)C1=C(C)NC2(O)c3ccccc3C(=O)C12O (configuration not stated),-6
CCSc1nc(N)c2c3c(sc2n1)CCC3,-7
COc1ccc(N2CCN(CCCNC(=O)C3(S(=O)(=O)c4ccc(Cl)cc4)CC3)CC2)cc1,-11
O=C(CSc1nnnn1-c1ccccc1)N1CCc2ccccc2C1,8
Cc1ccc(S(=O)(=O)Nc2nc3ccccc3s2)cc1,1
O=C1OC(NC(=O)c2ccccc2)C(n2cc(CO)nn2)=C1Cl (configuration not stated),-8
COc1ccc(NC(=O)C(CCSC)N2C(=O)c3ccccc3C2=O)cc1 (configuration not stated),-2
CCCn1nnnc1SCC(=O)N1CCN(C(=O)c2ccco2)CC1,-5
Cn1c(SCC(=O)C(C)(C)C)nnc1-c1cccnc1,-7
O=C(NC(=S)Nc1nc(-c2ccc(Br)cc2)cs1)c1cccnc1,-1
Cc1ccccc1Cn1nnc(-c2ccc3c(c2)OCO3)n1,-1
COc1ccc2nc(SCC(C)=O)c(C#N)cc2c1,-9
CC(C)Sc1nc2c(c(=O)[nH]c(=O)n2C)n1CCc1ccccc1,-1
Cc1ccc(S(=O)(=O)Nc2ccc(S(=O)(=O)N3CCCC3)cc2)cc1,48

# 4 entries from above, field by field.
structure: Cc1cc2c(c(=O)n1Cc1ccccn1)C(C(C)C)C(C#N)=C(N)O2 (configuration not stated)
  miR-122 sensor: 0
structure: Cc1cccc(NC(=O)C2CC(=O)n3cnnc3S2)c1 (configuration not stated)
  miR-122 sensor: 0
structure: COc1ccc2nc(SCC(C)=O)c(C#N)cc2c1
  miR-122 sensor: -9
structure: COc1ccc(N2CCN(C(=O)c3cccc(Cn4cc(Cl)cn4)c3)CC2)cc1
  miR-122 sensor: 3
